High-throughput results: PubChem BioAssay, NMMLSC
Myeloid diff 2: promotes myeloid progenitor differentiation. 360,000 tested, 1% active. AID 624256. calls only at 10 µM. ER-HoxA9 myeloid progenitors, lysozyme-GFP differentiation, flow cytometry;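 active means normalized GFP-positive differentiation at or above the plate's own cutoff, the solvent-only control mean plus 3 SD; inconclusive means no clear call, values can overlap the other calls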;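 further: cells exposed to compound for four days before flow analysis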
Myeloid diff 2 GFP+ MAC1+ %: recorded beside Myeloid diff 2, whose call it bears; GFP+ MAC1+ double positive, %; measured here: differentiation confirmed by MAC1 staining
The depositor's hits bear a star; i = inactive; ? = inconclusive; / = no result given. An excerpt, so the mix of outcomes need not match the whole.

1. CCCCCC(=O)N1C[C@@H](O)[C@H](n2cc(COC(=O)c3ccccc3)nn2)C[C@@H]1c1ccc(C)cc1
2. CC(C)[C@@H]1Cc2[nH][nH]c(=O)c2[C@H](CCc2ccccc2)O1
3. COc1ccc(-c2c(C#N)c(N)nc3c2c(=O)n(C)c(=O)n3C)cc1Cl
4. C[C@@H]1CN([C@H](C)CO)C(=O)CCCn2nncc2CO[C@@H]1CN(C)S(=O)(=O)c1cccc(C#N)c1
5. CC1CCCCC1NC(=O)Cn1c(=O)cnc2ccccc21 (stereo not given)
6. O=C(O/N=C/c1ccc(Br)cc1)c1ccc(F)cc1
Screen / compound no.	1	2	3	4	5	6
Myeloid diff 2	i	i	i	i	i	i
Myeloid diff 2 GFP+ MAC1+ %	0.5	0.9	0.7	1.1	0.8	1.0

7. Cc1cccc(C(=O)NCC(=O)N2CC=C(c3ccccc3)CC2)c1
8. CO[C@@H]1CN(C)C(=O)c2ccc(NC(C)=O)cc2OC[C@@H](C)N(C(=O)NC2CCCCC2)C[C@H]1C
9. CCC(CO)Nc1ccn2nc(-c3cccs3)cc2n1 (stereo not given)
10. CCS(=O)(=O)c1ccc(O)c(NC(=O)c2cc(-c3ccccn3)nc3ccccc23)c1
11. COc1ccc(N2CCN(C(=O)c3ccc4c(c3)CCN4S(C)(=O)=O)CC2)cc1
12. Cc1cn(CC(=O)NCCN2CCOCC2)c(=O)[nH]c1=O
Screen / compound no.	7	8	9	10	11	12
Myeloid diff 2	i	i	i	i	i	i
Myeloid diff 2 GFP+ MAC1+ %	0.4	0.8	0.9	0.3	0.6	0.6

13. COc1ccc(NS(=O)(=O)c2cc(NC(=O)c3cc(F)c(F)cc3Cl)ccc2N2CCOCC2)cc1
14. O=C(Nc1cccc(C(=O)NC2CC2)c1)c1ccc(F)c(S(=O)(=O)N2CCOCC2)c1
15. O=C(NCC[C@@H]1CC[C@@H](NS(=O)(=O)c2ccccc2)[C@@H](CO)O1)c1cc(Cl)cc(Cl)c1
16. Cc1ccsc1CN(C)CC(=O)N(C)CC(=O)Nc1c(Cl)cccc1Cl
17. CC(OC(=O)C1CCN(c2ccc(C(F)(F)F)cn2)CC1)C(=O)Nc1cccc([N+](=O)[O-])c1 (stereo not given)
18. CC1(C)CC(=O)C2=C(C1)OC1=C(C(=O)CC(C)(C)C1)C2c1ccccc1Cl
Screen / compound no.	13	14	15	16	17	18
Myeloid diff 2	i	i	i	i	i	i
Myeloid diff 2 GFP+ MAC1+ %	1.2	0.1	0.9	0.7	0.5	2.1

4 entries from above, with each value named.
[13] COc1ccc(NS(=O)(=O)c2cc(NC(=O)c3cc(F)c(F)cc3Cl)ccc2N2CCOCC2)cc1
  Myeloid diff 2: i; Myeloid diff 2 GFP+ MAC1+ %: 1.2
[14] O=C(Nc1cccc(C(=O)NC2CC2)c1)c1ccc(F)c(S(=O)(=O)N2CCOCC2)c1
  Myeloid diff 2: i; Myeloid diff 2 GFP+ MAC1+ %: 0.1
[15] O=C(NCC[C@@H]1CC[C@@H](NS(=O)(=O)c2ccccc2)[C@@H](CO)O1)c1cc(Cl)cc(Cl)c1
  Myeloid diff 2: i; Myeloid diff 2 GFP+ MAC1+ %: 0.9
[16] Cc1ccsc1CN(C)CC(=O)N(C)CC(=O)Nc1c(Cl)cccc1Cl
  Myeloid diff 2: i; Myeloid diff 2 GFP+ MAC1+ %: 0.7

Later entries
19. ONC(=NCc1ccccc1)c1ccccc1
20. Cc1cccc(NC(=O)c2ccc(Cl)c(S(=O)(=O)N3CCCCCC3)c2)n1
21. CCOc1ccc(NS(=O)(=O)c2ccc(C(=O)NCC(c3ccco3)N3CCCC3)cc2)cc1 (stereo not given)
22. Oc1ccccc1C=NNC(=S)NN=Cc1ccccc1O
23. C[C@@H]1COC(=O)[C@@H](CC(=O)OC(C)(C)C)C/C=C\C[C@H](CC(=O)NCCO)C(=O)N1
24. COc1ccc2c(c1)OC(=O)CC2c1ccccc1OC (stereo not given)
Screen / compound no.	19	20	21	22	23	24
Myeloid diff 2	i	i	i	i	i	i
Myeloid diff 2 GFP+ MAC1+ %	1.2	0.4	0.9	0.9	1.5	3.6

25. CC(C)C[C@H]1CNC(=O)C(=O)N1C[C@H]1CCCN1C[C@H](Cc1ccc(O)cc1)N1C[C@H](CC(C)C)N(CC2CCCCCC2)C(=O)C1=O
26. CC1(C)CC(=O)C(CO)=C(c2cccc3ccccc23)C1=O
27. CN(CC1COc2ccccc2O1)C(=S)Nc1ccccc1 (stereo not given)
28. COC(=O)c1sc(S(=O)(=O)N2CC(C)OC(C)C2)c(C(=O)OC)c1C (stereo not given)
29. COc1ccccc1OCC(=O)Nc1ccc(N2CCOCC2)cc1N1CCOCC1
30. O=C(OC12CC3CC(CC(C3)C1)C2)c1ccc(NCc2cc(O)ccc2O)cc1
Screen / compound no.	25	26	27	28	29	30
Myeloid diff 2	i	i	i	i	i	?
Myeloid diff 2 GFP+ MAC1+ %	1.3	1.6	0.2	0.4	1.1	/

31. CC(C)/C=C/C(=O)N1CCC(N2CCC(C(=O)NCC3CCCO3)CC2)CC1 (stereo not given)
32. Cn1c(N)c(C(=O)CSc2nnc(C3CC3)n2Cc2ccccc2)c(=O)[nH]c1=O
33. Nc1[nH]c(C(=O)c2ccccc2)c(-c2cccnc2)c1C(=O)NCCc1ccc(Cl)cc1Cl
34. O=C(NCc1ccc(F)cc1)c1ccc(S(=O)(=O)N2CCCCC2)cc1
35. CC(C)(C)OC(=O)N(Cc1ccccc1)Cc1cccc(OCc2cccc(NC(=O)c3ccccc3)c2)c1
36. O=C(Nc1ccc(F)cc1)C(c1ccncc1)N1CCN(C(=O)c2ccco2)CC1 (stereo not given)
Screen / compound no.	31	32	33	34	35	36
Myeloid diff 2	i	i	i	i	i	i
Myeloid diff 2 GFP+ MAC1+ %	1.2	0.3	1.2	1.4	1.5	4.2

37. CCC(=O)N1CCC1(C)C(=O)Nc1cnc2ccccc2c1 (stereo not given)
38. CCOC(=O)c1c(C)[nH]c(C(=O)C(C)OC(=O)c2cnc(C)cn2)c1C (stereo not given)
39. CCC(CO)Oc1cc(NCc2ccccc2)c2ncn(C3CCCC3)c2c1 (stereo not given)
40. CC(C)CN(C(=O)CSc1nc2ccccc2[nH]1)c1c(N)n(Cc2ccccc2)c(=O)[nH]c1=O
41. CCN(Cc1nc2cc(Cl)ccc2c(=O)[nH]1)C(=O)c1ccc(C)c(NC(=O)c2ccco2)c1
42. C[C@@H]1CN([C@H](C)CO)S(=O)(=O)c2ccc(Br)cc2O[C@@H]1CN(C)C(=O)Nc1ccc(C(F)(F)F)cc1
Screen / compound no.	37	38	39	40	41	42
Myeloid diff 2	i	i	i	i	i	i
Myeloid diff 2 GFP+ MAC1+ %	0.5	0.4	0.8	0.8	0.4	0.6

43. Cc1ccc2c(c1)C1C[N+](C)(CC(=O)Nc3ccccc3Cl)CCC1N2C(=O)c1ccccc1Cl (stereo not given)
44. O=c1[nH][nH]c2c1[C@H](c1ccc(F)cc1)O[C@H](CCC(F)(F)F)C2
45. Cc1ccc(S(=O)(=O)N2C[C@H]3C(=O)C[C@@H](c4cccc(Cl)c4)N(S(=O)(=O)c4ccc(C)cc4)[C@H]3C[C@H]2c2ccc(Cl)cc2)cc1
46. CCOC(=O)/C=C1\SC(C)C(=O)N1CC(=O)N(CCC#N)c1ccccc1 (stereo not given)
47. CC(=O)NC(c1ccccc1)c1nc(-c2cccc(C(C)C)c2)cs1 (stereo not given)
48. CCN(CC(=O)NC1CCS(=O)(=O)C1)S(=O)(=O)c1ccc(Cl)c(C(F)(F)F)c1 (stereo not given)
Screen / compound no.	43	44	45	46	47	48
Myeloid diff 2	i	i	i	i	i	i
Myeloid diff 2 GFP+ MAC1+ %	1.2	0.9	1.4	0.2	0.6	1.0

49. CCC(C)Sc1ccc([C@@H]2[C@H]3C(=O)N(CC)C(=O)[C@H]3[C@]3(C(=O)OC)CCCN23)cc1OC (stereo not given in full)
50. C=CCOc1ccc2c(c1)CCC1C2CCC2(C)C(O)C(O)CC12 (stereo not given)
51. Cc1cn([C@H]2C[C@H](O)[C@@H](CNCc3ccc(F)c(N4CCOCC4)c3)O2)c(=O)[nH]c1=O
52. Nc1nc2ccc(Br)cc2o1
53. C[C@H](CO)N1C[C@H](C)[C@@H](CN(C)C(=O)Nc2ccc(C(F)(F)F)cc2)Oc2c(NS(=O)(=O)c3cccs3)cccc2C1=O
54. COc1ccc(NC(=O)c2cc(C3CCCCN3C(=O)c3cc(F)ccc3C)on2)c(C)c1 (stereo not given)
Screen / compound no.	49	50	51	52	53	54
Myeloid diff 2	i	i	i	i	i	i
Myeloid diff 2 GFP+ MAC1+ %	0.3	1.1	0.4	0.7	2.9	0.5

55. CCC(C)NC(=O)C1(N2C(=O)c3ccccc3C2=O)CCCC1 (stereo not given)
56. CCOC(=O)C1=C(COC(=O)[C@@H](NC(=O)c2cccc(C)c2)C(C)C)NC(=O)NC1C (stereo not given in full)
57. COc1ccc(CCCNC(=O)C2Cc3c(-c4ccccc4)ccnc3O2)cc1 (stereo not given)
58. CC(C)OC(=O)N(C)C[C@H]1OCc2cnnn2CCCC(=O)N([C@@H](C)CO)C[C@H]1C
59. O=C(NCCO)c1cccc(-c2ccc3nncn3c2)c1
60. C[C@@]12C(=O)Nc3cc(F)c(F)cc3C(=O)N1[C@H]1c3cc(Cl)ccc3OC[C@@H]1[C@@H]2c1ccccc1
Screen / compound no.	55	56	57	58	59	60
Myeloid diff 2	i	i	i	i	i	i
Myeloid diff 2 GFP+ MAC1+ %	1.2	1.0	1.5	0.5	1.0	0.6

61. O=c1oc(CCCO)cc2ccc(C#CC3(O)CCCCC3)cc12
62. CCOc1ccc(NC(=O)c2ccco2)cc1S(=O)(=O)N1CCCC1
63. O=C1CN(S(=O)(=O)c2ccccc2)CCN1
64. COc1ccccc1CNC(=O)c1cc(-c2ccc(F)cc2C)n[nH]1
65. Cc1cccc(N2CCN(C(=O)CSc3ccc4c(c3)OCCO4)CC2)c1C
66. C[C@H]1CN(c2ccccc2)C(=O)[C@@H]1CC(=O)Nc1ccccc1
Screen / compound no.	61	62	63	64	65	66
Myeloid diff 2	i	i	i	i	i	i
Myeloid diff 2 GFP+ MAC1+ %	0.2	0.9	0.6	1.7	1.2	0.9

67. C[C@H]1COc2cc(N3CCC[C@@H]3CO)ccc2S(=O)(=O)N1
68. c1nc(C2CCCCC2)cc2cc3c(cc12)OCO3
69. O=C(Nc1ccccc1N1CCOCC1)c1ccc(N2CCCC2=O)cc1
70. Cc1ccc(C)c(N2CCN(C3C(=O)Nc4ccccc4-n4nnnc43)CC2)c1 (stereo not given)
71. O=C(CSc1nnc(-c2ccncc2)n1C1CC1)c1cccs1
72. Cc1ccc(S(=O)(=O)N(C)CCN(C)S(=O)(=O)c2ccc(C)cc2)cc1
Screen / compound no.	67	68	69	70	71	72
Myeloid diff 2	i	i	i	i	i	i
Myeloid diff 2 GFP+ MAC1+ %	0.7	1.3	1.0	1.9	1.1	0.7

73. Cc1cnc(CNC(=O)c2csc([C@H]3C[C@H](O)[C@@H](CO)O3)n2)cn1
74. COc1cccc(CN2CCC(C)(Oc3cccc(Cl)c3)C2)c1OC (stereo not given)
75. NC(=NCc1ccccc1)NN=Cc1ccnc2ccccc12
76. CCN(C(=O)CSc1nc2ccc(C)cc2[nH]1)C1CCS(=O)(=O)C1 (stereo not given)
77. C[C@H](CO)N1C[C@H](C)[C@@H](CN(C)S(=O)(=O)c2ccccc2)Oc2ccc(NC(=O)Cn3cnnn3)cc2C1=O
78. CSCCC(NC(=O)c1ccccc1Br)C(=O)NNC(=O)c1cc(C)oc1C (stereo not given)
Screen / compound no.	73	74	75	76	77	78
Myeloid diff 2	i	i	i	i	i	i
Myeloid diff 2 GFP+ MAC1+ %	0.8	1.1	0.8	0.4	0.3	0.6

79. Cc1ccc(S(=O)(=O)NC(=O)C2(C)CCN2C(=O)C2CCCCC2)nc1 (stereo not given)
80. Cn1c(=O)c2[nH]c(C(O)c3ccc(Cl)cc3)nc2n(C)c1=O (stereo not given)
81. CCC(CC)c1nnc(NC(=O)Cc2c[nH]c3ccccc23)s1
82. CCc1ccc([C@H]2C(C(=O)O)=C[C@@H](CC3CCCC3)N2S(=O)(=O)c2ccc(C)cc2)cc1
83. COc1cc(OC)cc(-c2c(-c3ccc(F)cc3)c3cc(-c4ccc5c(c4)OCCO5)ccc3n2C)c1
84. CCCCc1c(-c2ccccc2OC)ncn1CCc1ccc(OC)cc1
Screen / compound no.	79	80	81	82	83	84
Myeloid diff 2	i	i	i	i	i	i
Myeloid diff 2 GFP+ MAC1+ %	0.8	1.1	1.1	3.0	1.0	0.8

85. Cc1nnc(SC(C)C(=O)c2c[nH]c3ccccc23)n1C1CC1 (stereo not given)
86. CCOC(=O)N1CCN(C(=O)c2ccc3[nH]c(C)c(C)c3c2)CC1
87. Nc1cc(S(=O)(=O)N2CCOCC2)ccc1N1CCCCC1
88. Nc1cc(SCc2ccc([N+](=O)[O-])cc2)ncn1
89. CN1C[C@@H]2[C@@H]3C(=O)N(Cc4ccccc4)C(=O)[C@@H]3[C@](C)(C1=O)N2C(=O)c1ccc(F)cc1
90. CC(C)(C)C(C(=O)n1cccc1C#N)c1ccccc1 (stereo not given)
Screen / compound no.	85	86	87	88	89	90
Myeloid diff 2	i	i	i	i	i	i
Myeloid diff 2 GFP+ MAC1+ %	1.0	0.3	1.8	0.8	1.1	2.1

91. CCn1c(CCC(N)=O)nnc1SCC(=O)c1cc(C)n(C2CC2)c1C
92. C#CCn1cc(CNC[C@H]2O[C@@H](n3cnc4c(=O)[nH]c(N)nc43)[C@H](O)[C@@H]2O)c2ccccc21
93. Cc1cc(C)c2c(n1)nn1c(C3CC3)cc(C(F)(F)F)nc21
94. CN(C)C(=O)c1ccc(NC(=O)CSc2nnc(-c3cccs3)n2N)cc1
95. CCCNC(=O)CNC(=O)c1ccc(C#N)cc1
96. CCOc1ccc(OCC(=O)OCC(=O)Nc2ccccc2C#N)cc1
Screen / compound no.	91	92	93	94	95	96
Myeloid diff 2	i	i	i	i	i	i
Myeloid diff 2 GFP+ MAC1+ %	0.6	0.8	0.4	0.4	2.0	0.7
